# LGR2 antag: inhibitors of bursicon-induced LGR2 CRE-luciferase signal, primary screen, cell-based, HEK293, CRE-luciferase reporter, bursicon stimulation; bursicon-stimulated, 4 h; 0.35% of 380,000 active; inhibition, % at 9.99 µM;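 active = drop in luminescence signal, shown as inhibition above about 50% in the replicate tests, limit read from the data, passing the limit was not always enough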;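 note: agonist challenge used bursicon conditioned medium at about half maximal strength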
# Casp6 inh: human caspase-6 inhibitors, primary screen, biochemical, VEID-R110 fluorescence, single point, set 2; P55212; purified caspase-6, Z-VEID-R110 cleavage fluorescence; inhibition, % at 12.5 µM; 0.53% of 350,000 active;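 active = mean inhibition across replicates at least about 35%, with every replicate also reaching that limit, limit read from the data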;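 note: 0% = median of neutral control wells and 100% = no fluorescence left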
# Target sequence (P55212 24-179 limits assumed): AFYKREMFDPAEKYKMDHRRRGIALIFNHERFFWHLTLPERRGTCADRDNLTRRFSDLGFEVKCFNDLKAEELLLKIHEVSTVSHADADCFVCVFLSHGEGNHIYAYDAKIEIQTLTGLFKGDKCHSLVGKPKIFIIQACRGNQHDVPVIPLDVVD
# Target sequence (P55212 194-293 limits assumed): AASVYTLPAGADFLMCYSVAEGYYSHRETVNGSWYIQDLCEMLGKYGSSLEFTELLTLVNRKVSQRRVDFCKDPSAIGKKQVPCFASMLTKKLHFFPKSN
# FN deposit inh: inhibitors of fibronectin matrix deposition, primary screen, AH1F cells, Alexa488-fibronectin fluorescence, plate reader. 0.086% of 350,000 active. inhibition, % at 12.6 µM. AH1F fibroblasts, overnight;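 active = mean inhibition across replicates of 30% or more, regardless of how many single replicates reach that level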;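 note: positive control wells lacked labelled fibronectin entirely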
#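 Measured by – fluorescence 485/525 nm · System – AH1F fibroblast monolayer, labelled fibronectin deposition · Amount – 10000 cells per well · Buffer or medium – serum-reduced DMEM (2% serum) · Doses – single dose, pinned · Also added – fluorescent fibronectin at 24 nM final · Schedule – 1 h cell attachment, overnight exposure to compound and label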
# PAX8 reporter: inhibitors of PAX8-driven TPO luciferase reporter, primary screen, RMG-I cells, single concentration; SteadyGlo, 24 h; inhibition, % at 12.6 µM; 1.2% of 360,000 active; AID 652154, 2013;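 active = mean replicate inhibition at least 60% with every replicate also reaching 60%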;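 note: luciferase light reporting Pax8 driven TPO promoter activity; plate controls were median of neutral control wells for no effect and mitoxantrone controls for full effect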
# PGC1a acetyl inh: inhibitors of PGC1a acetylation signal, primary screen, cell-based, U2OS, AlphaScreen, inhibitor mode | AlphaScreen anti-acetyl-lysine; with virally co-expressed GCN5 acetyltransferase | inhibition, % at 15.6 µM | 0.17% of 350,000 active | AID 651687, 2012;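 active = every replicate shows inhibition of at least 40%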;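 note: 0% = neutral control wells and 100% = positive control wells; some results beyond the cut were filed as inactive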
# miR122 inh: miR-122 Renilla sensor signal increase in Huh7, primary screen, miR-122 inhibitor project, cell-based, single point, plate reader; Huh7 miR-122 Renilla luciferase sensor, 48 h; neutral wells = 0, positive control = 100; activation (reporter increase), % at 12.5 µM; 0.3% of 340,000 active;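 active = mean replicate activation score at least 90 and every replicate individually at or above 90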;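 note: higher luciferase means less miR-122 activity so hits act as miR-122 inhibitors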
# EWS-Fli block: EWS/Fli-driven NR0B1 reporter inhibitors, primary screen, A673 cells, NR0B1 luciferase, luminescence, MLPCN library; viability-normalised; inhibition, % at 12.6 µM; 0.67% of 350,000 active; AID 651661, 2012;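 active = mean inhibition of at least 50% after viability correction, with every replicate also passing that limit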;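 note: firefly luciferase signal divided by Alamar Blue viability fluorescence both relative to DMSO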
# Cneo AK release: Cryptococcus neoformans cell lysis inducers, primary screen, AK release luminescence, single concentration | C. neoformans lysis, adenylate kinase release luminescence, 4 h; normalised: neutral wells 0, clomiphene wells 100 | lysis activity, % at 15 µM | 0.2% of 360,000 active | AID 651654, 2012;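 active = mean lysis activity across replicates of at least 80%, whatever share of replicates individually reach that level; inactive = mean lysis activity below 80%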
#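 Assay system: Cryptococcus neoformans yeast cells / Dosing: single-point compound dose / Timing: 4 h at 37 °C static, read 1 h later / Measured by: luminescence of released adenylate kinase using an AK detection reagent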
# Numbers without * were called inactive; · = no result given; & = joins results of further samples; [ ] = dose if it differs, or a comment.
# Second line of a record – LGR2 antag, Casp6 inh, FN deposit inh, PAX8 reporter, PGC1a acetyl inh, miR122 inh, EWS-Fli block, Cneo AK release
> C[C@@H]1CN([C@H](C)CO)C(=O)c2cccc(NC(=O)Nc3ccc(C(F)(F)F)cc3)c2O[C@H]1CN(C)S(C)(=O)=O
    24, 1, -5, 16, -5, -9[16.7 µM], 1, -5
> COc1ccc(S(=O)(=O)N(C)C[C@H]2Oc3ccc(NC(=O)NC(C)C)cc3CC(=O)N([C@H](C)CO)C[C@@H]2C)cc1
    15, 1, 2, -16, -9, -9[16.7 µM], 7, 0
> O=C1c2ccccc2NC(c2cn[nH]c2-c2ccccc2)N1O (configuration not stated)
    1, 7, -12, 16, 4, 5, -7, 4
> Cc1ccccc1CSCCC(=O)NCCC1=CCCCC1
    1, ·, ·, ·, -2, 1, ·, 23
> CCCCN(CC)CCNC(=O)c1cc2c(C)nc3ccccc3c2o1
    7, -7, 1, -5, -20, -4, 1, 0
> CO[C@@H]1CN(C)C(=O)c2cc(NS(C)(=O)=O)ccc2OC[C@@H](C)N(Cc2ccccc2)C[C@@H]1C
    10, 2, 2, 0, -5, -6[16.7 µM], 4, 1
> CC(C)c1nnc(NC(=O)CCC(=O)N2CCN(c3ccccn3)CC2)s1
    ·, ·, 10, ·, -4, -3, ·, 3
> CCCCN1C(C)=CC(=C2C(=O)c3ccccc3C2=O)C=C1C
    60*, -1, ·, -2, 9, ·, -51, ·
> Cc1ccc2c(c1)c1c3n2CCCN(Cc2ccccc2)C3CCC1 (configuration not stated)
    -6, 0, -6, ·, -5, -1, -3, -4
> Cc1cccc(NC(=O)CSCC(=O)NCc2cccc(C(F)(F)F)c2)c1
    3, -3, ·, 15, 4, -2, ·, -2
> CCOc1ccc(CN2CCC(Cc3ccccc3)CC2)cc1
    9, -1, -2, -4, 10, 3, 5, 6
> Cc1cc(-c2nc(-c3ccncc3)no2)ccc1[N+](=O)[O-]
    -37, -2, 0, -170, ·, ·, -50, ·
> NCC[C@@H]1CC[C@@H](NC(=O)C2CCCC2)[C@H](CO)O1
    5, 6, ·, 6, 3, -3[16.7 µM], 1, 0
> c1ccc2oc(-c3csc(N4CCOCC4)n3)cc2c1
    28, 2, -1, -28, -4, 2, 26, -6
> CN1C(=O)c2cccc(NC(=O)C3CCCCC3)c2C1=O
    1, -2, -1, 1, -4, -2, -4, 0

# Second line of a record – LGR2 antag, Casp6 inh, FN deposit inh, PAX8 reporter, PGC1a acetyl inh, miR122 inh, EWS-Fli block, Cneo AK release
> CCCN1[C@@H]2c3ccc(-c4ccc(F)cc4)c(=O)n3C[C@@H]2[C@@H](CO)[C@@H]1C(=O)N[C@@H](C)c1ccccc1
    8, 0, ·, 32, ·, -5[16.7 µM], 11, 2
> COc1ccc(NC(=O)Nc2cccc3c2O[C@@H](CN(C)C(=O)Nc2cccc4ccccc24)[C@H](C)CN([C@@H](C)CO)C3=O)cc1
    -5, ·, ·, -44, 0, 4[16.7 µM], -4, -5
> O=C(Nc1cc(F)ccc1F)N1CCCCN2[C@H](C1)[C@@H](c1ccc(-c3cccnc3)cc1)[C@@H]2CO
    2, -1, ·, 4, -1, 5[16.7 µM], -12, 0
> C=CCC[C@@H](CCCCC)OC(=O)/C=C/[C@H](O)[C@@H](O)C[C@@H](O)CC=C
    6, -2, 3, 5, ·, ·, 5, ·
> Nc1c(N2CCCCC2)c2ccccc2oc1=O
    -13, 0, ·, 7, -5, 5, 10, ·
> COc1cc(NC(=O)CN2C(=O)c3ccccc3Sc3ccc(C(=O)N4CCOCC4)cc32)cc(OC)c1OC
    17, 3, 8, 19, -5, 17, 7, 2
> CC(=O)N1CC(C)Oc2ccc(S(=O)(=O)NC(CC(=O)O)c3ccccc3)cc21 (configuration not stated)
    9, -2, 0, -6, -15, 11, ·, 6
> COc1ccc(N2Cc3ccccc3C2=O)cc1
    -3, 3, 8, -52, 9, -4, -6, -13
> C=CCn1c(O)c(C=Nc2ccccc2)sc1=S
    -42, 1, -2, -143, 2, -3, -98, 8
> COC(=O)c1ccc(NC(=O)CSc2nnc(CNc3ccc(F)cc3)n2C)cc1
    -3, 20, ·, ·, ·, 4, 3, 0
> O=C(COC(=O)C1COc2ccccc2O1)Nc1cccc(Cl)c1 (configuration not stated)
    -14, 0, 9, 1, 2, -1, -1, 0
> O=C(N/N=C/c1ccoc1)c1cc(O)cc(O)c1
    5, 74*, ·, 3, 3, ·, ·, -8
> COc1ccc(NC(=O)CCCn2c(=O)oc3ccccc32)cc1Cl
    -70, 1, 0, -146, ·, ·, -53, ·
> C[C@@H]1CN([C@@H](C)CO)S(=O)(=O)c2ccc(C#CC3(O)CCCC3)cc2O[C@H]1CN(C)C(=O)Cc1ccccc1
    26, 3, ·, ·, -6, 7[16.7 µM], 19, -2
> COc1cccc(NC(=O)c2cccc(N3C(=O)C4C5C=CC(C5)C4C3=O)c2)c1 (configuration not stated)
    5, -2, 6, -26, 2, 0, -9, -3

# Second line of a record – LGR2 antag, Casp6 inh, FN deposit inh, PAX8 reporter, PGC1a acetyl inh, miR122 inh, EWS-Fli block, Cneo AK release
> COc1cc(NC(=O)CSc2nnc3c(n2)[nH]c2ccc(S(=O)(=O)NC(C)C)cc23)cc(OC)c1OC
    -23, 6, -14, 1, -2, ·, 6, ·
> CC(NC(=O)c1ccc(S(C)(=O)=O)cc1)c1cccc2ccccc12 (configuration not stated)
    -4, 1, -1, 4, -2, -4, 2, 0
> Cc1ccc(/C=N/N(Cc2ccccc2)c2ccccc2)o1
    15, 4, -6, -8, ·, ·, 6, ·
> C=CCNC(=O)/C(=C\C=C\c1ccccc1)NC(=O)c1ccccc1Cl
    4, 2, 6, -14, -3, 12, -1, ·
> O=C1CCc2cc(S(=O)(=O)NCc3ccccc3Cl)cc3c2N1CC3
    5, 5, 5, 7, 8, 24, 3, 3
> CSc1ccc(CN(C)C(=O)C2CCN(C(=O)Nc3ccccc3)CC2)cc1
    4, -3, -2, 1, ·, ·, 5, -3
> CCN1CCN(CC(=O)c2ccc(C)cc2)CC1
    0, -6, 1, -10, -2, 6, -7, 1
> Clc1ccc(Cn2nnc(-c3ccc(CN4CCOCC4)cc3)n2)cc1
    ·, ·, -3, 12, 6, -2, ·, 3
> C[C@@H]1CN([C@H](C)CO)C(=O)CCCn2cc(nn2)CO[C@H]1CN(C)S(=O)(=O)c1cccc(F)c1
    14&16, -3, 0&-1, -24&12&-6, 0&-1, -6, -5&-4&-3, 0&-4
> COc1ccc(/C=C(\NC(=O)c2cccs2)C(=O)Nc2ccc(C)cc2)cc1OC
    -3, ·, 0, 3, ·, -4, ·, 0
> COc1ccc(CCn2c(C3CCCCC3)nc3c(c(=O)c4ccccc4n3C)c2=O)cc1OC
    ·, 6, 1, 34, -61, -6, 5, -1
> O=C(C1CCC1)N1CCc2cc(S(=O)(=O)NC3CCCc4ccccc43)ccc21 (configuration not stated)
    -24, -2, ·, ·, 8, 3, 12, -2
> Cc1cc(C)cc(NC(=O)COC(=O)CCCC2=NS(=O)(=O)c3ccccc3N2)c1
    7, ·, 4, -2, ·, ·, -3, ·
> COc1ccc(CN(C)C[C@H]2Oc3ccc(NS(=O)(=O)c4ccc(F)cc4)cc3CC(=O)N([C@H](C)CO)C[C@H]2C)cc1
    12, 1, -6, -22, 1, -3[16.7 µM], 2, 2
> Cc1onc(-c2ccccc2)c1-c1nnc(CN2CCN(S(=O)(=O)c3ccccc3)CC2)o1
    4, 1, -12, 10, -1, 3, 6, 0

# Second line of a record – LGR2 antag, Casp6 inh, FN deposit inh, PAX8 reporter, PGC1a acetyl inh, miR122 inh, EWS-Fli block, Cneo AK release
> Cc1ccc(C(=O)NCCc2nnc3c(C(F)(F)F)cc(Cl)cn23)o1
    14, 4, -2, 6, -2, 2, -1, 1
> CCCc1nc2nc(C)c(NS(=O)(=O)c3ccc(CC(C)C)cc3)c(=O)n2[nH]1
    23, -1, -1, -18, 1, 4, -8, -4
> CC(=O)N1Cc2cc(C(=O)NCc3cccc(F)c3)nc(-c3cccc(C4=CCCC4)c3)c2[C@H]1CCO
    -10, 1, 3, 0, ·, ·, -1, ·
> Cc1ccc2cc(CN(Cc3nnnn3C3CCCCC3)CC3CCCO3)c(=O)[nH]c2c1 (configuration not stated)
    ·, ·, -1, ·, -9, -4, ·, 0
> Cc1nc2cc(C(=O)NCc3ccc4c(c3)OCO4)ccc2n1-c1ccc(Br)cc1
    ·, 0, 6, -21, ·, ·, -6, ·
> COc1ccc(N(CC(=O)NCCc2ccc(Cl)cc2)S(=O)(=O)c2c(C)[nH]c(=O)[nH]c2=O)cc1
    15, 2, ·, -7, -3, -3, -29, 0
> Cc1cc(=O)oc2cc(OC(=O)c3ccccc3)ccc12
    -7, 2, ·, ·, -1, -3, 8, -6
> CN1CCCN(C(=O)c2ccc(Cl)s2)CC1
    -3, -12, ·, -10, ·, 0, 0, 7
> Cc1cc(C)c(C(=O)Nc2cccc(F)c2)c(Cl)n1
    -14, 0, 3, 1, ·, ·, 2, ·
> CSCCC(NC(=O)COc1ccccc1)C(=O)NC1CCC(C)CC1 (configuration not stated)
    -18, -3, ·, 3, -9, 6, -7, 3
> Cc1cc(NC(=O)C2CCCN2C(=O)Nc2cccc(Cl)c2)ccc1-n1cnnn1 (configuration not stated)
    23, 1, 2, 7, ·, -5, -1, 3

# 13 entries already listed, ordered by length of the SMILES, lowest first:
# Second line of a record – LGR2 antag, Casp6 inh, FN deposit inh, PAX8 reporter, PGC1a acetyl inh, miR122 inh, EWS-Fli block, Cneo AK release
> CN1CCCN(C(=O)c2ccc(Cl)s2)CC1
    -3, -12, ·, -10, ·, 0, 0, 7
> Cc1cc(=O)oc2cc(OC(=O)c3ccccc3)ccc12
    -7, 2, ·, ·, -1, -3, 8, -6
> CSCCC(NC(=O)COc1ccccc1)C(=O)NC1CCC(C)CC1 (configuration not stated)
    -18, -3, ·, 3, -9, 6, -7, 3
> Cc1ccc(C(=O)NCCc2nnc3c(C(F)(F)F)cc(Cl)cn23)o1
    14, 4, -2, 6, -2, 2, -1, 1
> Cc1cc(NC(=O)C2CCCN2C(=O)Nc2cccc(Cl)c2)ccc1-n1cnnn1 (configuration not stated)
    23, 1, 2, 7, ·, -5, -1, 3
> Cc1nc2cc(C(=O)NCc3ccc4c(c3)OCO4)ccc2n1-c1ccc(Br)cc1
    ·, 0, 6, -21, ·, ·, -6, ·
> Cc1ccc2cc(CN(Cc3nnnn3C3CCCCC3)CC3CCCO3)c(=O)[nH]c2c1 (configuration not stated)
    ·, ·, -1, ·, -9, -4, ·, 0
> Cc1cc(C)cc(NC(=O)COC(=O)CCCC2=NS(=O)(=O)c3ccccc3N2)c1
    7, ·, 4, -2, ·, ·, -3, ·
> CCCc1nc2nc(C)c(NS(=O)(=O)c3ccc(CC(C)C)cc3)c(=O)n2[nH]1
    23, -1, -1, -18, 1, 4, -8, -4
> COc1ccc(CCn2c(C3CCCCC3)nc3c(c(=O)c4ccccc4n3C)c2=O)cc1OC
    ·, 6, 1, 34, -61, -6, 5, -1
> Cc1onc(-c2ccccc2)c1-c1nnc(CN2CCN(S(=O)(=O)c3ccccc3)CC2)o1
    4, 1, -12, 10, -1, 3, 6, 0
> CC(=O)N1Cc2cc(C(=O)NCc3cccc(F)c3)nc(-c3cccc(C4=CCCC4)c3)c2[C@H]1CCO
    -10, 1, 3, 0, ·, ·, -1, ·
> COc1ccc(N(CC(=O)NCCc2ccc(Cl)cc2)S(=O)(=O)c2c(C)[nH]c(=O)[nH]c2=O)cc1
    15, 2, ·, -7, -3, -3, -29, 0

# High-throughput results deposited in PubChem by Broad Institute.
